# Source: PubChem (National Center for Advancing Translational Sciences (NCATS))
# 12-LOX inh: Primary qHTS assay for inhibitors of human arachidonate 12S-lipoxygenase (ALOX12): Round 2; Polyunsaturated fatty acid lipoxygenase ALOX12 (Homo sapiens), P18054; purified 12hLO, xylenol orange hydroperoxide absorbance; Potency, µM (titrated, usually from 108 µM), inactives show at the top dose activity change, negative = inhibition, most hits filed as inhibitors; 580,000 tested, 1.1% active; active = well fitted inhibition curve with a large enough effect; inconclusive = small, poorly fitted or top-dose-only effect, or another doubt; inactive = no such curve, though single readings can be large or run the other way
# Target sequence (P18054 whole entry, looked up): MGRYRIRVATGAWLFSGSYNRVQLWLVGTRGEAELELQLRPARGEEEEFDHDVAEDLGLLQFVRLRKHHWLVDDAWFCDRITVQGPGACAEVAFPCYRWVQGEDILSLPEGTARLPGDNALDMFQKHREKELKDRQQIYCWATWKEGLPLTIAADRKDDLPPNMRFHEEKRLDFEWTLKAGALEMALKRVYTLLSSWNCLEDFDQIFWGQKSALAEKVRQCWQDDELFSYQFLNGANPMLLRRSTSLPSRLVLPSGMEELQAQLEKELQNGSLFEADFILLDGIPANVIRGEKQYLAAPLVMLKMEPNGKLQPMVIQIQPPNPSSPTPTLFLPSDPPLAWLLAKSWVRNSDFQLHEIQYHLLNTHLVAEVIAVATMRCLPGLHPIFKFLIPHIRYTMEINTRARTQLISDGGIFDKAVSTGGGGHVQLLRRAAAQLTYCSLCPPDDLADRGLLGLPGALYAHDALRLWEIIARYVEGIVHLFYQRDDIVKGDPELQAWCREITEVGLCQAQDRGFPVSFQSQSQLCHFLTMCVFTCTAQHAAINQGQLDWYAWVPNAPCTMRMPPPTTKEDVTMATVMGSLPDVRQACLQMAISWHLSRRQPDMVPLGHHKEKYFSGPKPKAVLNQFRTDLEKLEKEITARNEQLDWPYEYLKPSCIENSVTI
#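 Purified human 12hLO (150 nM final) in 25 mM Hepes, 0.01% Triton X-100, pH 7.0 was preincubated 15 min at room temperature with compound. Then 40 uM arachidonic acid was added, 30 min. Hydroperoxide was read by Fe-XO absorbance ratio 573/405 nm.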
# Numbers without * were called inactive; ? = inconclusive; [ ] = dose if it differs, or a comment. % is set by controls: 0 for no effect and ±100 for the full control effect; potency is the fitted concentration of half-maximal effect. Not all compounds are listed; rates above refer to the full screens.
SMILES,12-LOX inh
O=C(Nc1ccc(Cl)cc1)c1nc2c(o1)CCN(CC1CC1)CC2,?
Cc1ncc(-c2ccc(F)c3cccnc23)nc1C,4%
CS(=O)(=O)N1CCCN(C(=O)Cc2ccccc2)CCNC(=O)CC1c1ccccc1 (stereo not given),45%[activator]
N#CC1(NC(=O)CSc2nccn2C2CC2)CCCCC1,-2%
COc1cc(OC)c(C(=O)Nc2nc(C)c(C(=O)N(C)C)s2)cc1OC,-9%
COc1ccc(/C=C/c2ccc3cccc([N+](=O)[O-])c3n2)cc1O,?
CCCOc1c(Br)cc(C(=O)N2CCN(c3ncccn3)CC2)cc1OC,15%
O=C(CC1CC2CCC1C2)Nc1ccc(-c2nccs2)cc1 (stereo not given),5%
O=C(C[C@H]1C=C[C@H](NC(=O)c2ccccn2)[C@@H](CO)O1)NCc1cc(F)cc(F)c1,-1%
Cc1ocnc1C(=O)N1CC[C@@H]2[C@@H](CCC(=O)N2CCc2cnc[nH]2)C1,17%
O=C(NCc1ccncc1)C1CN(C(=O)c2cc(F)ccc2F)CC12CCOCC2 (stereo not given),29%
COc1ccccc1NC(=O)Cn1c(-c2ccc(F)cc2)nc(C)cc1=O,31%[activator]
Cc1cc(C)c(C(=O)OCC(=O)N2CCN(S(=O)(=O)c3ccc4ccccc4c3)CC2)c(C)c1,?
CCc1[nH]c2c(CNC(=O)C3(C)CCCCO3)cc(F)cc2c1C (stereo not given),13%
O=Cc1cccn1Cc1ccccn1,?
COCCN1C(=O)c2cccn2CC1CNC(=O)CCc1c[nH]c2ccccc12 (stereo not given),23%
c1ccc(-c2ccc(N3CC4(CCNCC4)C3)cc2)cc1,?
Cc1ccc(NC(=O)C(=O)c2c[nH]c3ccccc23)c(C)c1,-1%
COc1ccc(-c2nc3ccccc3c(=O)n2CCOc2cccc(C)c2)cc1,-3%
COc1ccc(C(=O)N[C@H]2CC[C@@]34CCCN3C(=O)CCC[C@H]4[C@H]2Cc2ccccc2)cc1,-60%
O=C(Nc1ccc2c(c1)CCC2)C1CCN(C(=O)c2ncn3c2COC(c2ccc(F)cc2)C3)CC1 (stereo not given),8%
Fc1ccc(CCNC(=S)NCc2ccccc2)cc1,?
C[C@H](NC(=O)Cn1ccc2cc(OCc3ccccc3)ccc21)C(=O)O,?
CCCN1CCN(C(=O)c2cccc(C(F)(F)F)c2)CC1,?
Cc1c(CCC(=O)N2CCCCC2)c(=O)oc2cc(O)ccc12,-29%
# (cont.)
SMILES,12-LOX inh
CC(C)(C(=O)Nc1ccccc1)n1cc(NC(=O)c2cc(F)cc(F)c2)cn1,?
CCC(=O)NCCn1c(C)nc2cc(S(=O)(=O)N3CCOCC3)ccc21,15%
CCCC(CCC)C(=O)NCCc1c[nH]c2ccc(C)cc12,38%
COc1cccc(OC)c1C(=O)Oc1cc(C)c2c(c1)O/C(=C\c1ccncc1)C2=O,-12%
CN(C)C(=O)c1ccc(OC2CCN(C(=O)C3CC3)CC2)nc1,20%
Cc1ncccc1C(=O)N1CC[C@@H]2COCCN(Cc3ccncc3)[C@@H]2C1,34%
CCNC(=O)C(C)NC(=O)CCc1ncc(-c2ccc(CC(C)C)cc2)o1 (stereo not given),4%
Cc1cc(F)ccc1NC(=O)CN1C(=O)NC2(CCC(C(C)(C)C)CC2)C1=O (stereo not given),?
COc1ccccc1C(=O)N1CCC(C(NC(=O)c2ccccc2C)C(=O)N2CCCC2)CC1 (stereo not given),41%[activator]
O=C(CSc1nnc2n(-c3ccccc3)c(=O)c3ccccc3n12)Nc1ccc(OC(F)F)cc1,-8%
Cc1cc(=O)oc2cc(OCC(=O)NC(C)(C#N)C3CC3)ccc12 (stereo not given),12%
O=C(Cc1c[nH]c2ncc(-c3cn[nH]c3)cc12)NCc1cccnc1,-4%[176 µM]
COc1cccc([C@H]2CN(C(=O)CCn3ccc(=O)[nH]c3=O)C[C@@H]2N)c1,5%
CCN(CC)S(=O)(=O)c1ccc(=O)n(CCOc2ccc(C#N)cc2)c1,2%
Cc1cccc(C)c1NC(=O)c1sc(-n2nc(C)c(Cl)c2C)nc1C,?
O=C(/C=C/c1ccccc1)c1ccc2cccc3c2c1CC3,4%
CC(C)c1nc2c(c(-c3ccc(Cl)cc3)n1)CCN(Cc1cccnc1)CC2,4%[6.33 µM]
Cc1cc(OCc2coc(-c3ccccc3)n2)ccc1Cl,-18%
COc1cc(OC)c(OC)cc1/C=C/C(=O)c1sc(-c2ccc(O)cc2)nc1C,?
CC(C)(C)c1ccc(C(NC(=O)c2ccccc2)NC(=O)c2ccccc2)cc1,-25%
Cc1ccc(NC(=O)CC(C)n2ccnc2)cc1Cl (stereo not given),-36%
O=S(=O)(c1cccs1)N1CCC(OC2CCN(Cc3ccccc3)CC2)CC1,35%
CCCCCOC(=O)c1c(C)oc2ccc(NS(=O)(=O)c3cccs3)cc12,?
CCCn1cc(-c2ccncc2)cc1C(=O)N1CCN(c2ccccc2OC)CC1,39%[activator]
COc1ccccc1CNC[C@H]1Cn2cc(-c3ccc(C)cc3)nc2CO1,26%[176 µM]
# Following part:
SMILES,12-LOX inh
CCN(CC)S(=O)(=O)c1cc(C(=O)Nc2ccc(C(=O)O)cc2)ccc1C,5%
O=C(NCc1cccnc1)c1nc(-c2ccc(Cl)cc2Cl)c2cnccn12,-2%[6.33 µM]
COCC(=O)N[C@H]1CO[C@H]2[C@@H]1OC[C@@H]2Nc1nccc(-c2cccc(C#N)c2)n1,29%[176 µM]
CCOCC1(C)COc2ccc(C(=O)N(C)Cc3ccccc3)cc2N1 (stereo not given),16%[176 µM]
CCc1c(C)nn(CC(=O)NCC2CCN(c3cnn(C)c(=O)c3)C2)c1C (stereo not given),20%
CCN(Cc1cnn(CC)c1)C(=O)c1ccc2c(c1)C(O)CCCCCN2C (stereo not given),85%[activator]
Cc1cc(C)n(CC(=O)N2CCC(n3c(C(C)C)nc4cccnc43)CC2)n1,3%
O=C(NC[C@H]1COCc2nc3cccnc3n21)Nc1ccccc1,5%[176 µM]
COCc1cc(C[C@@H]2CC[C@H](O)[C@@H](CNC(=O)NC3CCCCC3)O2)no1,?
O=C(C(=O)N1CCC(CNC(=O)c2cccnc2Cl)CC1)c1cc2ccccc2o1,1%
CCOC(=O)CNC(=O)c1cc(-c2ccc(C)s2)nc2ccccc12,?
COc1cccc(-c2ncc3c(n2)OCCN(CC2CC2)C3=O)c1OC,5%[176 µM]
COc1ccccc1NC(=O)C(=O)NCc1ccccc1,-8%
CC(=O)N1CCN(c2oc(/C=C/c3ccccc3)nc2C#N)CC1,?
COc1cccc(CC(=O)N2CCC3(CC2)OC(=O)N(Cc2ncccn2)C3(C)c2ccccc2)c1 (stereo not given),7%
COC(=O)[C@H](C(C)C)N1Cc2nnn(CC3CCCCC3)c2-c2ccccc2S1(=O)=O,-28%
COc1cc(CN2CCOc3ccc(CN4CCC(O)(c5cccnc5)CC4)cc3C2)ccc1F,5%
CN(CC1CCOCC1)C(=O)c1ccc(Br)o1,13%
CC(C)CN1C(=O)c2ccccc2C(C(=O)NC(C)C)C12CCCCC2 (stereo not given),50%[activator]
O=C(Nc1ccc([C@@H](O)[C@H]2COCC(=O)N2Cc2ccncc2)cc1)C1CCC1,-9%[176 µM]
Cc1ccc(CNC(=O)/C(C#N)=C/c2ccccc2OCc2cccc(C(F)(F)F)c2)cc1,8%
COc1ncccc1-c1nccc2c(=O)cc(N(C)C)oc12,11%[176 µM]
C#CCn1cc(/C=C2/NC(=O)N(CC)C2=O)c2ccccc21,?
COc1cccc(Nc2nccc3c(=O)cc(-c4ccccn4)oc23)c1,-40%[176 µM]
Cc1ccc(NC(=O)C2=C(c3ccccc3)NC(=S)NC2c2ccccc2)cc1 (stereo not given),?
# Continuation.
SMILES,12-LOX inh
CC1=C[C@@H](CNC(=O)C2CCCCC2)[C@H](C(C)C)C[C@H]1Cc1nc2ccccc2n1C,-20%[176 µM]
COCCn1c2c(c(=O)n1-c1ccccc1)CCN(C(=O)c1cc3ccccc3[nH]1)C2,-2%[176 µM]
O=C1CC(c2ccccc2)N(C(=O)CNC(=O)c2cnccn2)CCCCCN1 (stereo not given),21%
COc1cccc(NC(=O)[C@@H]2C[C@@H](c3cccc(C(F)(F)F)c3)N(Cc3cnn(C)c3)C2)c1,17%
CC(OC(=O)c1ccc2c(c1)NC(=O)CS2)C(=O)c1ccccc1 (stereo not given),?
O=C1NC2(CCN(Cc3cccnc3)CC2)COc2ccccc21,?
N[C@H](C(=O)N1CCC2(CC1)C(=O)NCN2C(=O)Cc1c[nH]c2ccccc12)c1ccccc1,8%[6.33 µM]
COc1ccc(CCNC(=O)C2CCCN(c3nc(C)nc4onc(C)c34)C2)cc1OC (stereo not given),-6%
CC(C)c1ccc(-c2nonc2NC(=O)c2cc(=O)c3ccccc3o2)cc1,-17%
O=C1NCCCCCCN(C(=O)c2cnccn2)[C@H]2CCC[C@@H]12,?
O=[S+]([O-])(c1ccccc1)N1CC2(COCCN(CC3CC3)C2)C1,-6%[176 µM]
Cc1ccc(Cl)cc1NC(=O)COC(=O)c1ccc(COc2ccc3c(C)cc(=O)oc3c2)cc1,-5%
NC(=O)c1ccccc1NC(=O)c1ccc2ccccc2n1,1%
O=C(CC1=C2CCCCC2N(Cc2ccc(F)cc2)C1=O)NC1CC1 (stereo not given),2%
O=C(Nc1ccc2ncnc(N3CCCCC3)c2c1)c1ccsc1,58%[activator]
COc1cc(F)cc(-c2cnc3[nH]cc(CC(=O)N4CCOCC4)c3c2)c1,-5%[176 µM]
CNC(=O)[C@@H]1C[C@H](n2cc(CNC(=O)CCC3CCCCC3)nn2)CN1,-2%
COc1cc(C=O)cc(Cl)c1OCc1ccc(F)cc1,-10%
O=[S+]1([O-])NC2(CCN(Cc3ccoc3)CC2)COc2ccccc21,0%[6.33 µM]
CC(NC(=O)OCc1ccccc1)C(=O)O (stereo not given),-27%
FC(F)(F)c1cc(Nc2cnc3ccc(N4CCOCC4)nn23)ccc1Cl,-2%[176 µM]
O=C1CC2CCN(Cc3ccc(F)c(F)c3F)CC2CCN1 (stereo not given),5%[6.33 µM]
CCCCN(Cc1ccco1)C(=O)Cn1nc(Cc2cccnc2)c2ccccc2c1=O,-1%
CCc1ccccc1-n1c(SCc2nc3ccccc3o2)nnc1N1CCOCC1,-1%
CC(=O)N1CCCC(c2[nH]ccc2C(=O)N2CCN(c3ccccc3)CC2)C1 (stereo not given),14%
# Remaining list, next part:
SMILES,12-LOX inh
CN(Cc1cccc(O)c1)C(=O)[C@H]1C[C@@H](C(=O)O)N(C)[C@H]1c1ccccc1F,?
Cc1ccc(C(=O)C(C)OC(=O)C23CC4CC(CC(C4)C2)C3)cc1 (stereo not given),-37%
COCC1CN(C(C)=O)CC12CCN(C(=O)C1CC=CCC1)CC2 (stereo not given),9%
CN(C(=O)/C=C/c1cccc(Cl)c1)C1(c2ccccc2Cl)CCCCC1=O (stereo not given),?
COc1ccc(-c2noc(Nc3cc(OC)c(OC)c(OC)c3)n2)cc1OC,-13%
Cc1ccccc1OCC(=O)Nc1ccc2c(c1)nc(Cn1cccn1)n2CC(C)C,?
COc1ccc(-c2cnc(N)nc2-c2ccc(OCc3ccccc3F)cc2O)cc1OC,-13%
CN(Cc1ccccc1)C(=O)c1nc(-c2cccc3[nH]ccc23)no1,-26%
Cc1ncccc1Oc1ncnc(N2CCCCC(N)C2)c1C (stereo not given),?
O=C(Cc1c[nH]c2ncc(-c3ccc(Cl)cc3)cc12)NCc1cccnc1,?
O=C(C1CCCC1)N1CCC2(CC1)CC(N(C(=O)c1ccccc1)C1CC1)CCO2 (stereo not given),38%[activator]
O=C(NCc1ccncc1)c1cnn(-c2nccc(-c3cc4ccccc4o3)n2)c1C1CC1,11%
CC(C(=O)NC1CCN(c2cnn(C)c(=O)c2)CC1)c1ccccc1 (stereo not given),18%
CCCCOC(=O)Nc1ccccc1N=C1CCC/C1=C\c1ccccc1,-19%
